# KCNQ2 block – KCNQ2 potassium channel inhibitors, primary screen, cell-based, CHO-K1, FluxOR thallium flux, B-score (AID 2156). 20 min; stronger effect = lower value. B-score at 10 µM. 310,000 tested, 1.1% active;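 active means fluorescence ratio B-score at most minus 3 library SDs, with starting brightness B-score within 2 library SDs, cut at about -5.5 in these data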
# Target sequence (O88943 whole entry, looked up): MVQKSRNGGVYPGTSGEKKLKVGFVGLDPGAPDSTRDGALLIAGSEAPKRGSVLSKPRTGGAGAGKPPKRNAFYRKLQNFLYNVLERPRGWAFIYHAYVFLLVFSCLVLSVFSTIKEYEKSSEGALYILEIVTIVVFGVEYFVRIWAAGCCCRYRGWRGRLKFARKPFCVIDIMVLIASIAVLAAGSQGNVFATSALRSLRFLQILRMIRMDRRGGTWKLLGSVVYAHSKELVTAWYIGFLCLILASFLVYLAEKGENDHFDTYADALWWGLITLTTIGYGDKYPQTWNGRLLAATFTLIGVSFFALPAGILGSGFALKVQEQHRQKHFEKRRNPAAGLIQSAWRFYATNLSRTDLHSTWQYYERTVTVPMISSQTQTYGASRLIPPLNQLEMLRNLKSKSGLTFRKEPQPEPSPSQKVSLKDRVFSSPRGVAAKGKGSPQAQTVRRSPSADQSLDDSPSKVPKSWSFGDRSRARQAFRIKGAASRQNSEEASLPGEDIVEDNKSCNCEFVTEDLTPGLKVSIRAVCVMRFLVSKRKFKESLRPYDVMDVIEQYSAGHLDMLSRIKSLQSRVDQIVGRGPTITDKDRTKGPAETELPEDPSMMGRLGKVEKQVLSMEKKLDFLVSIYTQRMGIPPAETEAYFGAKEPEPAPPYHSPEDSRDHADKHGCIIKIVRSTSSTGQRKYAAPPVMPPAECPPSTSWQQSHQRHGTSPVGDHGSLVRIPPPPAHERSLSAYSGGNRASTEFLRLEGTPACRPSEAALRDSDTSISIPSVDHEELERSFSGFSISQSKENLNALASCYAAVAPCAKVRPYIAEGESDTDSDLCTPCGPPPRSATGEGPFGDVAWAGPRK
# STK33 inh – inhibitors of purified STK33 kinase, primary screen, biochemical, ADP-Glo luminescence, homogeneous, cell-free. Serine/threonine-protein kinase 33 (Homo sapiens), Q9BYT3. MBP phosphorylation. inhibition, % at 10 µM. 320,000 tested, 0.073% active;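 active means inhibition at or above 25%, using the most active replicate where run in duplicate; inactive means inhibition below 25%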
# Kir21 inh – inhibitors of mouse Kir2.1 inward-rectifier potassium channel; Inward rectifier potassium channel 2 (Mus musculus), P35561; HEK293-Kir2.1, FluxOR thallium flux fluorescence; stronger effect = lower value; B-score at 10 µM; 310,000 tested, 0.85% active; AID 1672, 2009;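 active means fluorescence ratio B-score at or below minus 3 SD of library scores, with starting-brightness B-score within 2 SD, cut at about -4.2 in these data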;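 further: channel flux triggered by added potassium and thallium sulfate stimulus; B-score of peak minus minimum fluorescence over baseline after thallium stimulus; more negative B-score means stronger Kir2.1 block with less thallium influx; some compounds called inactive have numbers as strong as hits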
# An asterisk follows results filed as active; i = inactive; nt = not tested or not shown.
SMILES,KCNQ2 block,STK33 inh,Kir21 inh
CC1CC(C)(C)CC2(C1)NC(=O)N(CC(=O)Nc1nccs1)C2=O (stereo not given),i,0.1,1.22
CCOC(=O)C1CCCN(CC(O)COc2ccc(OC)cc2C(C)(C)C)C1 (stereo not given),i,5.3,-2.02
CCN(CC)C(=O)Oc1cc2c(-c3cc4cccc(OC)c4o3)cc(=O)oc2cc1C,i,-0.3,1.13
COc1ccccc1C(=O)C1CCCN(C(=O)CCn2cnnn2)C1 (stereo not given),i,-0.2,0.94
O=C(NP(=O)(N1CCOCC1)N1CCOCC1)C1=C(N2CCOCC2)/C(=C\c2ccccc2)CC1,i,1.2,-1.18
CC(C)n1c2ccccc2c2nnc(SCC(=O)OCN3C(=O)c4ccccc4C3=O)nc21,i,-0.4,0
COc1ccccc1C(=O)NCCSCc1c(F)cccc1Cl,i,-0.9,-1.27
NC(=O)C1CCN(C(=O)c2ccc(CS(=O)(=O)c3c(Cl)cccc3Cl)o2)CC1,i,-1.7,2.74
O=C1c2ccccc2C(=O)N1CCC(c1ccccc1)c1ccco1 (stereo not given),i,-0.1,-0.02
FC(F)(F)c1ccccc1/C=N/N1CCN(Cc2ccccc2)CC1,i,-0.8,0.61
Cc1ccc(O)c(N=CC2=C(O)c3ccccc3C2=O)c1,i,3.1,-0.29
CCCCNC(=O)C1=C(N)C(C(=O)Nc2ccc(C)c(S(=O)(=O)N3CCCCC3)c2)SC1=Nc1ccc(C)cc1C (stereo not given),i,-0.5,2.14
Cn1c(=O)[nH]c(=O)c2c1nc(SCC(=O)O)n2CCOc1ccccc1,i,-1.7,1.44
O=[N+]([O-])c1c(NCCO)cc(Sc2nc3ccccc3s2)c2nonc12,i,-0.5,-1.84
CNC(=O)Nc1cc(C)nn1C,i,-0.9,-0.25
Cc1ccc(/C(N)=N/OC(=O)/C=C/c2ccccc2)cc1,i,-1.6,-0.09
Cc1ccccc1CSCCC(=O)NCCc1ccccc1,i,-1.5,-0.49
CC1=C(C(=O)OCC2CCCO2)C(c2ccccc2)C2=C(CC(C)(C)CC2=O)N1 (stereo not given),i,-0.8,1.93
CC1CCN(C(=O)c2ccc(NC(=O)CC3SC(N4CCCC4)=NC3=O)cc2)CC1 (stereo not given),i,-1.9,-0.03
O=C1CCCCCCCCCC/C(=N\O)CCCO1,i,-0.6,-1.82
Cc1cc(Cl)c(OCCCNC2CCCC2)c(Br)c1,i,-0.7,-1.94
CC(=O)NC1=NN(C(C)=O)C(c2sccc2C)S1 (stereo not given),i,0.0,0.65
O=C(Nc1nnc(SCc2ccc(F)cc2)s1)c1ccc2c(c1)C(=O)N(c1ccccc1Cl)C2=O,i,0.0,1.46
COc1cccc(NC(=O)c2cnc(SC)nc2C)c1,i,-1.6,-0.56
CCSc1nnc(NC(=O)C(NC(=O)c2ccc(Cl)cc2)C(C)C)s1 (stereo not given),i,-0.9,1.41
COCCCC1CCN(C(=O)c2cc(COc3ccc(C)nc3)on2)CC1,i,0.1,0.34
COc1ccc(C2CC(=O)Nc3n[nH]c(-c4ccccc4)c32)cc1OC (stereo not given),i,-0.9,2.37
O=C(NNC(=O)c1nc(Cl)ccc1Cl)c1ccc(F)cc1,i,-0.7,-0.26
O=c1c2cc(Br)ccc2[nH]c(=S)n1Cc1ccccn1,i,-0.6,0.67
COc1ccccc1NC(=O)COC(=O)C1CCN(/C=C/C(=O)C(F)(F)F)CC1,i,-1.2,-0.02
CCSc1cc(N2CCCC2)nc(-c2ccc(C)cc2)n1,i,-1.2,1.6
O=C(CN1CCN(S(=O)(=O)c2ccccc2)CC1)Nc1ccc2c(c1)OCO2,i,-0.5,-0.87
O=C(O)c1cc2c(s1)-c1ccccc1CC2,i,1.3,-0.82
COc1ccccc1NC(=O)C(NC(=O)c1ccc(C)cc1)c1ccccc1 (stereo not given),i,0.1,-1.24
N=C1N(/N=C/c2ccccc2)C(=Nc2ccccc2)C(=S)N1c1ccccc1,i,-0.4,-0.77
COc1ccccc1NC(=O)c1cc2c(CO)cnc(C)c2oc1=Nc1cccc(C(N)=O)c1,i,-0.7,0.38
Cc1cccc(N(C(=O)c2snc(C(N)=O)c2N)C(C)C(=O)NCC2CCCO2)c1 (stereo not given),i,-2.2,0.26
CN(C)/N=C/c1cc([N+](=O)[O-])ccc1O,i,1.8,0.05
O=C(NCc1ccccc1)c1c[nH]c2ccccc2c1=O,i,13.0,-0.33
CC1CCCCN1C(=O)CCNS(=O)(=O)c1ccc2c(c1)c(=O)n(C)c(=O)n2C (stereo not given),i,-1.4,-0.19
O=C(Cn1c(-c2cscn2)nc2ccccc21)Nc1ccccc1F,i,-2.0,0.93
O=C(COC(=O)C1=COCCO1)NC(=O)c1ccc(OC(F)F)cc1,i,0.7,0.36
O=C1OCCC1Sc1ncnc2sccc12 (stereo not given),i,0.8,1.56
O=C(c1ccccn1)N1CCN(c2cccc(C(F)(F)F)c2)CC1,i,-0.4,-3.31
O=C(CSc1ccc2nnc(-c3ccccn3)n2n1)N1CCOCC1,i,-0.2,0.16

# Full records, quoted from the list. Order of screens: KCNQ2 block | STK33 inh | Kir21 inh
# Entry for Cc1cc(Cl)c(OCCCNC2CCCC2)c(Br)c1 : i | -0.7 | -1.94
# Entry for O=C(NP(=O)(N1CCOCC1)N1CCOCC1)C1=C(N2CCOCC2)/C(=C\c2ccccc2)CC1 : i | 1.2 | -1.18
# Entry for O=C1OCCC1Sc1ncnc2sccc12 (stereo not given) : i | 0.8 | 1.56
# Entry for CCSc1nnc(NC(=O)C(NC(=O)c2ccc(Cl)cc2)C(C)C)s1 (stereo not given) : i | -0.9 | 1.41

# Continued.
SMILES,KCNQ2 block,STK33 inh,Kir21 inh
NC(=O)Cc1nc(-c2ccc(Br)cc2)cs1,i,1.2,-1.17
COCCNC(=O)COc1ccccc1C,i,-1.7,-0.37
C=CCOCCN(CCOCC=C)C1=NS(=O)(=O)c2ccccc21,i,-1.5,2.43
O=C(CCCN1C(=O)/C(=C/c2cccs2)SC1=S)Nc1ccc(C(=O)O)cc1,i,-1.6,-2.08
COc1ccc(Cc2nnc(NC(=O)c3cc(OC)c(OC)c(OC)c3)s2)cc1OC,i,0.5,-0.72
O=C(NC1CCCCC1)C(c1ccccn1)N(C(=O)c1csnn1)c1ccccc1 (stereo not given),i,-1.5,0.38
CCCOc1ccc(CCC(=O)O)cc1,i,-0.5,-0.89
O=C(Nc1nonc1-c1ccc(F)cc1)c1ccco1,i,-0.8,-0.02
CCOC(=O)c1cnc2ncnn2c1N,i,-0.6,0
COc1cccc(NC(=O)CN2CCN(CC(=O)Nc3ccccc3Cl)CC2)c1,i,1.0,-0.14
COc1ccc(-n2c(COc3ccc(Cl)cc3)nnc2SCc2ccc(C#N)cc2)cc1,i,-1.4,1.1
Cc1ccc(-c2csc(NC(=O)c3ccc(S(=O)(=O)N4CCc5ccccc54)cc3)n2)cc1,i,0.1,1.33
Cc1cccc(-n2c(N)cc(=O)nc2SCC(=O)Nc2ccccc2)c1,i,-1.4,1.15
O=C(Nc1cc(S(=O)(=O)N2CCOCC2)ccc1N1CCCC1)C1CC1,i,-3.6,-0.36
CSc1ccc(NC(=O)Nc2ccc(C(=O)NCC(=O)O)cc2)cc1,i,-0.1,-0.01
Cc1ccc(C)n1C(Cc1ccccc1)C(=O)O (stereo not given),i,nt,-1.65
O=[N+]([O-])/C(C(Cl)=C(Cl)Cl)=C(\Sc1ccccc1)N1CCCCC1,i,0.9,1.38
CC(Oc1ccc(Br)cc1)C(=O)NCc1ccccn1 (stereo not given),i,0.2,-1.81
Cc1cccc(NC(=O)NC(C)CCc2ccccc2)c1 (stereo not given),i,-1.2,-0.76
Cc1ccc(C(=O)N2CCc3ccccc32)cc1,i,0.3,0.04
Cc1cc(C(=O)N/N=C/c2cccc([N+](=O)[O-])c2)c2ccccc2n1,i,-1.8,0.13
Cc1cc(C)n(C(=O)CCCn2cc([N+](=O)[O-])cn2)n1,i,-1.5,0.21
O=C(/C=C/c1ccccc1)NNC(=O)c1cccs1,i,-1.0,-0.38
COc1ccc2c(c1)[nH]c1c(=O)n(/N=C/c3ccc(OC)c(COc4ccccn4)c3)cnc12,i,nt,0.15
CCOc1ccc(S(=O)(=O)NCc2ccc3c(c2)OCO3)cc1C,i,-0.5,-2.43
O=C(CS(=O)(=O)c1ccccc1)Nc1ccc(Br)cn1,i,0.7,-1.52
O=C(COc1ccc(Br)cc1CNCCc1ccccc1)NCc1ccccc1,-7.59*,-0.2,-2.95
O=C(O)c1ccc(-n2cc(C(=O)c3ccccc3O)cn2)cc1,i,2.5,-2.72
CC(C)N(C(=O)CSc1nc2ccccc2n1Cc1ccccc1F)C(C)C,i,-3.3,-1.28
COc1cccc(N2CCN(CC(=O)C34CC5CC(CC(C5)C3)C4)CC2)c1,i,-1.3,0.01
CC(OC(=O)c1nsc(Cl)c1Cl)C(=O)NCc1ccc2c(c1)OCO2 (stereo not given),i,-0.1,-0.23
Cc1c(NC(=O)C(C)C)cccc1-c1nc2ncccc2o1,i,-1.6,-1.49
Cc1ccccc1NC(=O)CSc1nnc(C)c2ccccc12,i,-0.1,1.94
CC(=O)N(c1ccccc1)c1ccc([N+](=O)[O-])cc1[N+](=O)[O-],i,-0.2,-0.77
COc1ccc(C(=O)N/N=C\c2ccc(OC)c(COc3ccccc3Br)c2)c(OC)c1,i,-0.7,0.54
Cc1ccccc1C(=O)N1CCC(n2nccc2NC(=O)CCOc2ccccc2)CC1,i,1.5,-1.13
COc1cc(CNCc2ccco2)ccc1OCc1ccccc1,i,-0.5,0.02
COc1cc(C2C3=C(CC(C)(C)CC3=O)N(C)C3=C2C(=O)CC(C)(C)C3)ccc1O,i,-0.4,-1.53
CCOC(=O)C(C)(C)C(=O)C(C)(C)C(O)c1ccccn1 (stereo not given),i,-1.3,0
Cc1cccn2c(CN3CCCC(c4ccccc4)C3)c(C(=O)N3CCOCC3)nc12 (stereo not given),i,-1.1,0.03
CC1=C(C(=O)Nc2ccccc2)C(c2ccc(N(C)C)cc2)NC(=O)N1 (stereo not given),i,-0.7,1.06
Cc1ccc(OCc2nnc(SC3CCc4ccccc4C3=O)n2C)cc1 (stereo not given),i,1.3,0.77
CCOC(=O)c1sc(NC(=O)Cc2ccccc2OC)nc1C,i,-0.8,-0.73
CCN(CC)S(=O)(=O)c1ccc2oc(SCC3CN=C(c4ccc(OC)cc4)S3)nc2c1 (stereo not given),i,1.0,1.31
CCCCOc1ccc(C(CC(=O)NC)C(=O)O)cc1 (stereo not given),i,-0.2,1.17
O=C(Cc1n[nH]c(=O)[nH]c1=O)N/N=C/c1cccc(Cl)c1,i,1.1,-0.6
CN(C)c1ccc(/C=[N+](\[O-])C2SC(=S)N(C)C2(C)C)cc1 (stereo not given),i,-0.8,0.27
COc1ccc(OC)c(S(=O)(=O)NCCS(=O)(=O)N2CCN(c3ccccc3)CC2)c1,i,0.6,-0.01
CCOC(=O)C1(Cc2ccccc2C(F)(F)F)CCN(C2CCSC2)CC1 (stereo not given),i,-0.3,0.28
O=C(CCc1c[nH]c2ccccc12)Nc1ccc(S(=O)(=O)Nc2ncccn2)cc1,i,1.4,2.49
CC1(C)Cc2ccccc2/C(=C/C(=O)c2ccccc2)N1,-5.67*,-0.3,-1.09
Clc1ccc(-n2ncc3c(NCc4ccccn4)ncnc32)cc1,i,-1.8,0.81
CCCSc1nsc(NC(=O)c2cccnc2OCC)n1,i,-1.0,0.61
Cc1cccc(Nc2ccc([N+](=O)[O-])cc2C(=O)O)c1,i,nt,1.02
COc1ccc(C2CC(=O)C=C(NCc3ccccc3)C2)cc1 (stereo not given),i,-0.5,0.78
CN(C)c1ccc(/C=N/n2cnn(Cc3ccccc3Cl)c2=S)cc1,i,1.9,-0.04
COc1cc(NC(=S)N2CCCCC2C)cc(OC)c1OC (stereo not given),i,-1.9,2.33
Cc1ccc(-c2cc(C(=O)NCc3ccccn3)no2)cc1,i,-0.2,0.04
O=C(CCN1N=C(c2ccccc2)CCC1=O)NCC1COc2ccccc2O1 (stereo not given),i,-1.3,-0.52
CC(=O)NC(Cc1ccccc1)C(=O)N1CCN(C(=O)c2ccco2)CC1 (stereo not given),i,1.8,-0.24
Cc1ccc(S(=O)(=O)N2CCN(C(=O)Cn3nc(C(=O)O)c4ccccc4c3=O)CC2)cc1,i,-1.4,1.65
COc1ccc(NCN2C(=O)CCC2=O)cc1,i,0.6,0.37
COc1cc2nc(CN3CCN(C(C)=O)CC3)[nH]c(=O)c2cc1OC,i,0.2,-0.24

# In the list so far, these contain an NH in an aromatic ring.
SMILES,KCNQ2 block,STK33 inh,Kir21 inh
Cn1c(=O)[nH]c(=O)c2c1nc(SCC(=O)O)n2CCOc1ccccc1,i,-1.7,1.44
COc1ccc(C2CC(=O)Nc3n[nH]c(-c4ccccc4)c32)cc1OC (stereo not given),i,-0.9,2.37
O=c1c2cc(Br)ccc2[nH]c(=S)n1Cc1ccccn1,i,-0.6,0.67
O=C(NCc1ccccc1)c1c[nH]c2ccccc2c1=O,i,13.0,-0.33
COc1ccc2c(c1)[nH]c1c(=O)n(/N=C/c3ccc(OC)c(COc4ccccn4)c3)cnc12,i,nt,0.15
O=C(Cc1n[nH]c(=O)[nH]c1=O)N/N=C/c1cccc(Cl)c1,i,1.1,-0.6
O=C(CCc1c[nH]c2ccccc12)Nc1ccc(S(=O)(=O)Nc2ncccn2)cc1,i,1.4,2.49
COc1cc2nc(CN3CCN(C(C)=O)CC3)[nH]c(=O)c2cc1OC,i,0.2,-0.24
